Assay outcomes: PubChem BioAssay, National Center for Advancing Translational Sciences (NCATS)
Sm TGR inh – blocks Schistosoma mansoni thioredoxin glutathione reductase. Q962Y6. purified TGR, DTNB reduction, TNB absorbance 405 nm. Potency, µM (top dose mostly 114 µM), for inactives: at the highest dose activity change, negative = inhibition, actives largely listed as inhibitors. 360,000 compounds, 3% hits. AID 485364; further: potency means the concentration at half of the fitted maximal effect; on the % scale 0 is the no-effect control and ±100 the full control effect; nearly all actives have a fitted effect of over 60% in size
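Kinetic colorimetric format: TGR-catalysed, NADPH-driven DTNB reduction monitored via TNB absorbance. Enzyme dispensed at 20 nM; compound exposure 15 min at room temperature before reaction start.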
Shiga inhibitor – blocks Shiga toxin action in Vero cells; 290,000 compounds, 9.2% hits; AID 2315; Vero cells, Shiga toxin protein synthesis inhibition reporter; inhibition, % at 38.7 µM; in the data active means inhibition mostly above about 28%, no sharp cut-off; inactive means mostly below about 43%; further: 0% is about no effect
Cycloheximide cs – affects cycloheximide protein synthesis inhibition readout, counter-screen; cell reporter, cycloheximide protein synthesis inhibition counterscreen; max response, %; 300,000 compounds, 12% hits; in the data active means max response mostly above about 13%, no sharp cut-off; inactive means mostly below about 14%; further: read at 38.3 µM for the half of the compounds with a filed dose; 0% is about no effect
Pf growth 48h – P. falciparum growth inhibition at 48 hours (one generation); P. falciparum luciferase growth in erythrocytes, 48 h; Potency, µM (series often up to 28.7 µM), without a hit: top-dose activity change, negative = inhibition, most hits filed as inhibitors; 310,000 compounds, 5.9% hits; AID 504832; further: potency means the concentration at half of the fitted maximal effect; on the % scale 0 is the no-effect control and ±100 the full control effect
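A one-generation exposure of luciferase-tagged malaria parasites in RPMI 1640/Albumax erythrocyte culture, 37 C and 5% CO2. Inhibition is inferred from decreased luminescence after adding detection reagent.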
FBPA Giardia inh – Giardia lamblia aldolase inhibition | A8B2U2 | purified Giardia FBPA | Potency, µM (titrated, usually from 59.6 µM), for the others: top-dose activity, negative = inhibition, actives largely listed as inhibitors | 290,000 compounds, 0.71% hits | AID 2451; further: potency means the concentration at half of the fitted maximal effect; on the % scale 0 is the no-effect control and ±100 the full control effect; nearly all actives have a fitted effect of over 55% in size
Target sequence (A8B2U2 whole entry, looked up): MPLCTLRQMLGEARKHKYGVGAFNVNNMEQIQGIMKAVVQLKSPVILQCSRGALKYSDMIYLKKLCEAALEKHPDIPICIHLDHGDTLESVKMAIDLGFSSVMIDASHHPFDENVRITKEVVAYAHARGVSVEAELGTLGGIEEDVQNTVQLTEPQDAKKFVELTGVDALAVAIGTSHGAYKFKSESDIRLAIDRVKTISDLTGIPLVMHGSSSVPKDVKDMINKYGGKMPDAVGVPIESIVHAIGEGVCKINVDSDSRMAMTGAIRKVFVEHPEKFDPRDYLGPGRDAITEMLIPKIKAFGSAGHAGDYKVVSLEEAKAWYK
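40 nM FBPA preincubated 10 min at RT with compound (up to 57.5 uM final), then substrate plus GAPDH/TPI/NAD/arsenate coupling and diaphorase/resazurin added. Fluorescence read after 20 min at RT, 525/598 nm.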
Pf growth 96h – P. falciparum growth inhibition at 96 hours; P. falciparum luciferase reporter growth, 96 h; Potency, µM (doses to about 28.7 µM), inactives show at the highest dose activity change, negative = inhibition, actives largely listed as inhibitors; 320,000 compounds, 6.9% hits; AID 504834; further: potency means the concentration at half of the fitted maximal effect; on the % scale 0 is the no-effect control and ±100 the full control effect
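Parasite growth measured via integrated firefly luciferase reporter in P. falciparum. Infected erythrocytes at 2% hematocrit, 0.05% parasitemia final were treated 96 hours at 37 C under 5% CO2, and luminescence was read.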
Starred values were filed as active, the others as inactive; ? = inconclusive; . = no result given; & = joins results of further samples; [ ] = another dose, or the depositor's remark. Unless noted, the call rests on the fitted dose curve; in most records, active means well fitted curve in the direction sought with a large enough effect; inconclusive means small, poorly fitted or top-dose-only effect, or another doubt; inactive means no such curve, though single readings can be large; an effect the other way counts as inactive or inconclusive. An unsorted share of the library (roughly 24% active in at least one column).

structure | Sm TGR inh | Shiga inhibitor | Cycloheximide cs | Pf growth 48h | FBPA Giardia inh | Pf growth 96h
COC(=O)C1C(=O)c2c(C)noc2CC1(C)C (stereo not drawn) | 5% | -15 | -5 | 46%[activator] | -26% | ?
O=C(c1cccc(NS(=O)(=O)c2ccccc2)c1)N1CCCC1 | -5% | -11 | -2 | 3% | . | 12%
CC(C)CN(C(=O)c1ccc(=O)n(C)n1)c1c(N)n(Cc2ccccc2)c(=O)[nH]c1=O | -1% | . | . | -19% | . | 3%
CCC(Sc1nc2ncnc(N)c2[nH]1)C(=O)O (stereo not drawn) | 0% | -8 | 0 | -5% | -1% | ?
CCOC(=O)c1c(C)n(Cc2ccccc2)c2ccc(O)cc12 | -16% | 15 | 14 | -19% | -6% | 0%
CCCCCOc1ccc(Cn2ccnc2)cc1[N+](=O)[O-] | 4% | 64* | 13 | ? | 6% | ?
COc1ccc(NC(=S)NCC2CCCO2)c(C)c1 (stereo not drawn) | -9% | 18 | -2 | 2% | -16% | 8%
CCCc1ccccc1OCCNC(=O)c1cc(=O)n(C)c(=O)n1C | 1% | -8 | -3 | -2% | -5% | 40%[activator]
CCN1CCN(S(=O)(=O)c2ccc(Cl)c(C(=O)N(C)Cc3ccco3)c2)CC1 | 4% | . | . | 3% | . | 58%[activator]
O=C(Nc1cccc(Cl)c1)Nc1csc([N+](=O)[O-])c1 | 3% | 46* | 16* | 3.7µM* | -13% | 2.6µM*
CC(=O)Nc1cc(C(=O)N2CCC3(CC2)OCCO3)ccc1S(=O)(=O)c1ccc(C)cc1 | 11% | -7 | -2 | 14% | 0% | 18%
CN(CC(=O)Nc1cccc(F)c1)C(=O)c1ccc2c(c1)OCCO2 | 0% | . | . | 49%[activator] | . | 67%[activator]
Cc1ccnc(NC(=O)CCC(=O)N(CC(=O)NC(C)(C)C)c2ccc(F)c(Cl)c2)c1 | . | 3 | 2 | ? | 0% | 0%
O=C(COc1ccc2c(-c3ccccc3)cc(=O)oc2c1)N[C@@H](Cc1c[nH]c2ccc(O)cc12)C(=O)O | -17% | 5 | 3 | 76%[activator] | 27% | -7%
O=C1C(Cl)=C(Nc2cccc(O)c2)C(=O)N1Cc1ccccc1 | -1% | -5 | 1 | -24% | -4% | 4.7µM*
CCCCNC(=O)N(O)C1N(/N=C/c2ccc(N(C)C)cc2)C(=S)SC1(C)C (stereo not drawn) | 5% | -6 | -2 | -2%[0.00184 µM] | -15% | -23%
CCOc1ccc(N(C)C(=O)CCc2nnc3ccc(N4CCOCC4)nn23)cc1 | 2% | -11 | -5 | -10% | 1% | ?
Cc1cc(C)nc(SCNC(=O)c2ccccc2)n1 | ? | -6 | -2 | 14% | -19% | 19%
c1ccc(CN2CCC(Nc3ncnc4sccc34)CC2)cc1 | 9% | -5 | -1 | 11% | 3% | ?
Cc1cc(NNC(=O)Nc2cccc(Cl)c2)nc2c1c(C)nn2C | -11% | -12 | 0 | -21% | -1% | ?
NC(=O)c1ccsc1NC(=O)COC(=O)Cc1ccccc1 | -16% | . | . | -15% | . | ?
COc1ccccc1CNC(=O)c1csc(Cc2ccc(Cl)cc2)n1 | 16% | 11 | 10 | ? | 1% | 0%
CCN(CC)c1ccc(C(NC(C)=O)NC(C)=O)cc1 | 2% | -10 | 0 | 1% | -5% | 9%
COc1ccc(NC(=O)c2ccc(-n3c(C)ccc3C)cc2)c(OC)c1 | 28µM* | 5 | -2 | ? | 0% | ?
O=C(NNc1ccc(F)cc1)c1c(F)cccc1Cl | 3% | -4 | -1 | 15% | 3% | 12%

Reprinted from the part before: three compounds, then new ones.
structure | Sm TGR inh | Shiga inhibitor | Cycloheximide cs | Pf growth 48h | FBPA Giardia inh | Pf growth 96h
CCN(CC)c1ccc(C(NC(C)=O)NC(C)=O)cc1 | 2% | -10 | 0 | 1% | -5% | 9%
COc1ccc(NC(=O)c2ccc(-n3c(C)ccc3C)cc2)c(OC)c1 | 28µM* | 5 | -2 | ? | 0% | ?
O=C(NNc1ccc(F)cc1)c1c(F)cccc1Cl | 3% | -4 | -1 | 15% | 3% | 12%
c1ccc(-c2csc(NNC3=NCCCCC3)n2)cc1 | 0% | 39 | 39* | . | ? | ?
CCC(C)(C)c1ccc(OCCN2C(=O)NC(C)(C)C2=O)cc1 | 1% | -20 | -2 | . | -2% | -1%
O=C(COC(=O)COc1ccccc1)Nc1ccc(OC(F)(F)F)cc1 | 18% | -4 | -1 | 21% | . | 34%[activator]
COc1ccc(S(=O)(=O)N2CCN(c3nn(C)c(=O)n(C)c3=O)CC2)cc1 | 1% | . | . | 4% | . | ?
COCCNc1nc2c(-c3cccc(C(F)(F)F)c3)nnn2c2ccccc12 | -15% | -2 | 2 | 2% | 7% | ?
COc1ccc(C(=O)Nc2ccc(N3CCOCC3)cc2)cc1OC | 24% | 35 | -1 | 63%[activator] | -15% | -11%
C=CCNC(=O)O/N=C/c1csc([N+](=O)[O-])c1 | ? | 32* | 12 | -8% | -2% | ?
CCCSc1nc(C)c(-c2csc(C(C#N)=C3CCCC3)n2)cc1C#N | ? | 31 | 16 | 1% | -5% | 21%
Cc1ccc(-c2ccc(=O)n(Cc3ccc(F)cc3)n2)cc1 | 0%&1% | 14 | 1 | -8% | -2% | -4%
Cc1cc([N+](=O)[O-])nn1CC(=O)NCCCN1CCOCC1 | -6% | -7 | -3 | 19% | -3% | 25%
O=C(COc1ccccc1)Nc1ccc(N2CCN(C(=O)c3ccco3)CC2)cc1 | -7% | -4 | 4 | ? | 3% | ?
COc1ccc(NC(=O)c2cc3sccc3n2Cc2ccc(F)cc2)cc1OC | 13% | 55 | 25* | ? | -5% | -17%
COc1ccc(NC2CCCN(Cc3cccc4cnccc34)C2)cc1 (stereo not drawn) | -29% | -22 | -1 | -13% | 1% | ?
COc1ccc(-n2c(Cn3nnc4ccccc43)n[nH]c2=S)cc1 | 0% | 5 | -2 | 14% | -16% | 14%
COc1ccc2cc1Oc1ccc(cc1)CC1c3cc(c(OC)cc3CCN1C)Oc1c(OC)c(OC)c(OC)c3c1C(C2)N(C)CC3 (stereo not drawn) | . | -11 | -3 | . | ? | .
CN(CC(=O)NCc1ccccn1)S(=O)(=O)c1ccc2ccccc2c1 | 0% | -3 | -3 | 20% | 1% | 18%
COc1ccc(C2SCC(=O)Nc3c2c(C)nn3C2CCOC(C)(C)C2)cc1OC (stereo not drawn) | -34% | -8 | 3 | . | -5% | -24%
Cc1nc(N)nc(OCC(F)(F)C(F)F)c1Br | 3% | -16 | 0 | 0% | 0% | ?
COc1cc(CN/C(C)=C(\C#N)C(N)=O)cc(OC)c1OC | 11% | -10 | -2 | 21% | 1% | 2.1µM*
COc1ccc(/C=C2\SC(=O)N(CCC(=O)Nc3ccccc3)C2=O)cc1OC | 8% | -2 | -2 | 0% | 5% | -19%
COc1ccc2[nH]c3c(C)c4cc[n+](C)cc4c(C)c3c2c1 | . | 12 | -3 | . | -6% | .
COc1ccc(NC(=O)CN(C)C(=O)c2cc3c(s2)CCC3)cc1 | 2% | . | . | 30%[activator] | . | 2%
CC(=O)c1ccc(NC(=O)c2cccc(NC(=O)c3ccccc3)c2)cc1 | 5% | . | 23* | -20% | -4% | ?
O=C(C1CCC(=O)N(C2CCCC2)C1)N1CCC(Oc2cccc(F)c2)CC1 (stereo not drawn) | 52%[activator] | -4 | 21 | -10% | 4% | ?
O=C1OCC2OC(O)C(O)C(O)C2OC(=O)c2cc(O)c(O)c(O)c2-c2c(O)c(O)c3oc(=O)c4c(c(O)c(O)c5oc(=O)c2c3c54)-c2c1cc(O)c(O)c2O (stereo not drawn) | 16µM* | 1 | -7 | -18% | 4µM* | 0%
Cc1ccc(OCCC(=O)OCC(=O)c2c(N)n(CC(C)C)c(=O)n(C)c2=O)cc1 | -2% | . | . | ? | . | -22%
O=C(NC(=S)N1CCCc2ccccc21)c1ccc([N+](=O)[O-])cc1 | -33% | 58* | 47* | ? | -2% | 7.4µM*
COc1ccc2c(Cl)c(C(=O)NN)sc2c1 | -19% | 27 | 25 | 31%[activator] | 10% | ?
CCn1c(=O)c(C(=O)NCCN2CCCCC2)c(O)c2ccccc21 | 18% | 1 | -2 | 8.3µM* | 10% | 0%
C=CCCN(Cc1ccccc1)S(=O)(=O)c1ccccc1Br | -18% | -3&3 | 16&-11 | 1% | 7%&3% | 7%
CCC1(c2ccccc2)NC(=O)N(CC(=O)NNC(=O)c2ccoc2C)C1=O (stereo not drawn) | 1% | . | . | 26% | . | 20%
O=C(CN1C(=O)C2C3C=CC(C3)C2C1=O)Nc1ccc(S(=O)(=O)Nc2nccs2)cc1 (stereo not drawn) | -4% | -8 | -1 | 39%[activator] | 4% | ?
Cc1nc([N+](=O)[O-])c(Br)n1CC(=O)c1ccc(Cl)cc1 | 7.1µM* | -16 | 1 | . | 1% | ?
Cc1cccc(CSc2nnnn2-c2ccccc2)c1 | 7% | -5 | 8 | . | -1% | .
Cc1ccc(-c2nc(N)sc2CC(=O)OCC(=O)N2C(C)CCCC2C)cc1 (stereo not drawn) | 3% | 18 | 9 | ? | -3% | -2%
COc1ccc([C@@H]2C[C@H]3CN(Cc4ccccc4OC)C(=O)[C@]34CCCN24)cc1C | 13% | -8 | -4 | 39%[activator] | 1% | -20%
O=C(NS(=O)(=O)c1ccc(Cl)s1)c1ccccc1 | 4% | -3 | -3 | 7% | -8% | ?
CCOc1ccccc1NC(=S)N1CCN(c2ccccc2)CC1 | -20% | -7 | -1 | -5% | 11% | ?
COc1ccc(N2C(=O)CSC23CCC(C(C)(C)C)CC3)cc1 (stereo not drawn) | 0% | -10 | -7 | 51%[activator] | 0% | 40%[activator]
CCOc1ccc2nc(-c3ccc(OC)c(OC)c3)cc(C(=O)O)c2c1 | -24% | -33 | -1 | -9% | -18% | 0%
Cc1nc(-c2noc(-c3ccccc3Cl)n2)c(C(F)(F)F)o1 | 7% | 47* | 61* | 92%[activator] | 4% | 19%
CCOC(=O)C[n+]1c(C)ccc2c1CCC2 | 3% | -3 | -1 | -6% | 0% | 8.3µM*
NC(=O)N[C@H]1NC(=O)NC1=O | . | . | . | -6%[12.8 µM] | -4%[21.7 µM] | 21%[12.8 µM]
O=C(NCC1CCCO1)C1CCCN(S(=O)(=O)c2ccc(Br)cc2)C1 (stereo not drawn) | -13% | -18 | -5 | 16% | . | -7%
C=CCn1c(SCC(=O)NC(=O)c2cccc([N+](=O)[O-])c2)nnc1-c1ccccc1F | 2% | 2 | -2 | 11% | -5% | 20%
Cc1cccc(N=Cc2c(O)n(-c3ccccc3C)c(=O)[nH]c2=O)c1 | 7% | 20 | 0 | . | 8% | 7%

Random excerpt: seven compounds from above.
structure | Sm TGR inh | Shiga inhibitor | Cycloheximide cs | Pf growth 48h | FBPA Giardia inh | Pf growth 96h
CCOc1ccc(N(C)C(=O)CCc2nnc3ccc(N4CCOCC4)nn23)cc1 | 2% | -11 | -5 | -10% | 1% | ?
COc1ccccc1CNC(=O)c1csc(Cc2ccc(Cl)cc2)n1 | 16% | 11 | 10 | ? | 1% | 0%
CCOC(=O)c1c(C)n(Cc2ccccc2)c2ccc(O)cc12 | -16% | 15 | 14 | -19% | -6% | 0%
C=CCn1c(SCC(=O)NC(=O)c2cccc([N+](=O)[O-])c2)nnc1-c1ccccc1F | 2% | 2 | -2 | 11% | -5% | 20%
Cc1cc(C)nc(SCNC(=O)c2ccccc2)n1 | ? | -6 | -2 | 14% | -19% | 19%
CN(CC(=O)Nc1cccc(F)c1)C(=O)c1ccc2c(c1)OCCO2 | 0% | . | . | 49%[activator] | . | 67%[activator]
C=CCNC(=O)O/N=C/c1csc([N+](=O)[O-])c1 | ? | 32* | 12 | -8% | -2% | ?
